TAG inh = triacylglycerol accumulation inhibition; H9c2 cells, Nile Red lipid (TAG) fluorescence; cells loaded with 200 µM oleic acid; inhibition, % at 12.5 µM; 230,000 tested, 0.66% active; AID 651582;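 active = pattern-corrected inhibition of lipid staining of at least 50% with the nuclear-stain viability signal not falling by more than 50%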;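 also: 0% = DMSO wells and 100% = triacsin C control wells; some results filed as inactive read as strong as hits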
TAG inh DAPI viability = second read-out of TAG inh, no call of its own (marks repeat the call); DAPI nuclei signal change (viability), lower = more cytotoxic, %;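 whole-well DAPI fluorescence read on a plate reader as a viability signal; minus 50 percent equals half of cells still viable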
* = called active by the depositor. The list is partial, so the mix of outcomes need not match the whole.

SMILES	TAG inh	TAG inh DAPI viability
C=CCn1c(O)c(CN2CCOCC2)c(C)c(C#N)c1=O	12	8
CCOC(=O)N1CCN(C2OC(=O)c3ccccc32)CC1 (stereo not given)	-7	-3
Cc1ccc(-c2nn(C)c(=O)c3ccccc23)cc1CN1CCCCC1	7	2
O=C(CSCc1ccc(C(=O)O)cc1)Nc1ccc2ccccc2c1	6	7
COc1ccc(-c2cc3nc(C)n(N)c(=O)c3s2)cc1	1	13
Cc1ccc(S(=O)(=O)N2CCC(C(=O)OCC(=O)N(C)Cc3ccccc3)CC2)cc1C	5	3
CC(=O)Nc1ccc(N=Cc2ccc[nH]2)cc1	12	-5
C=CCn1c(SCC(=O)Nc2nc(C)cs2)nnc1C(C)NC(=O)c1ccccc1Cl (stereo not given)	19	-1
Cc1ccc2nc(NC(=O)C3CSC4(C)CCC(=O)N34)sc2c1 (stereo not given)	13	-10
CCCC1C(=O)N(Cc2ccccc2)C(=O)CC1C (stereo not given)	-17	11
CCCn1cnc2scc(-c3ccc(OC)cc3)c2c1=O	5	-8
COc1ccc(Cc2nc(C(=O)Nc3ccccc3)cs2)cc1	-18	5
CC(=O)c1cccc(S(=O)(=O)Nc2ccc3nc(C)sc3c2)c1	-25	12
O=C(c1ccc2nc[nH]c2c1)N1CCN(c2cccc(Cl)c2)CC1	-1	-3
COC(=O)C1=C(C)NC(C)=C(C(=O)OC(C)C)C1c1cccc2nonc12 (stereo not given)	-11	-6
COc1ccc(-c2cn3nc(C)c(C)nc3n2)cc1OC	6	2
O=C(COC(=O)c1ncc(Cl)c(Cl)c1Cl)NCc1ccccc1	3	1
COC(C(=O)Nc1ccc(S(=O)(=O)Nc2cccc3ccccc23)cc1)c1ccccc1 (stereo not given)	-12	21
CCOC(=O)C(C(C)C)C(N)Cc1ccc(F)cc1 (stereo not given)	0	4
Cc1sc(NC(=O)c2ccco2)c(C(c2ccc(F)cc2)N2CCN(C)CC2)c1C (stereo not given)	11	5

Continued, starting with the last two of the part before.
SMILES	TAG inh	TAG inh DAPI viability
CCOC(=O)C(C(C)C)C(N)Cc1ccc(F)cc1 (stereo not given)	0	4
Cc1sc(NC(=O)c2ccco2)c(C(c2ccc(F)cc2)N2CCN(C)CC2)c1C (stereo not given)	11	5
COCc1nnc(NC(=O)c2ccc(NC(C)=O)cc2)s1	6	7
CN(C)S(=O)(=O)c1cccc(NC(=O)c2ccc3c(c2)OCCO3)c1	15	4
Cc1cccc2c1NC1(CCCC1)CC2C (stereo not given)	2	6
COc1ccc(/C=N/NC(=O)C(=O)N2CCCC2)cc1	-17	0
CCOC(=O)C1(CCCc2ccccc2)CCN(Cc2cn(CC)nc2C)CC1	-14	8
O=C(c1ccccc1)c1ccc(OCCn2cnc3ccccc3c2=O)cc1	-5	5
Cn1c(SCC(=O)NCCc2ccccc2)nnc1-c1ccncc1	-2	4
CC(=O)c1ccc(S(=O)(=O)N2CCCCC2C(=O)O)cc1 (stereo not given)	-1	2
Cc1nc(-c2ccc(F)cc2)c(CC(=O)N2CCN(S(=O)(=O)c3ccc(F)cc3)CC2)s1	-18	-4
CCN1C(=O)[C@H]2[C@@H](c3ccc(C)cc3)N3C(=O)N(c4cccc(Cl)c4)C(=O)[C@@]3(CC)[C@H]2C1=O	4	-3
CC(C)(NO)/C(=N\O)c1ccc(Cl)cc1	7	-4
Cc1ccc(-c2nc3cnccn3c2Nc2ccc3c(c2)OCO3)cc1	0	-8
CCOC(=O)CSc1nnc(-c2cccnc2)n1Cc1ccccc1	-1	-4
O=C(c1ccc(-c2ccc(Cl)cc2Cl)o1)N1CCOCC1	-4	9
CCCN1CNC(=S)N(c2cccc(C)c2)C1	13	-3
CNC(=S)N1N=C(c2ccc(C)cc2)CC1c1ccc(Cl)cc1 (stereo not given)	20	-9
CC1CCCCC1NC(=O)NC(=O)COC(=O)C1=NN(c2ccccc2)C(=O)CC1 (stereo not given)	-1	-2
O=C(NN1CC(=O)N(c2cc(Cl)cc(Cl)c2)CC1=O)c1sccc1Cl	0	1
O=C(N/C(=C/c1ccc(Br)cc1)C(=O)N1CCOCC1)c1ccco1	1	2
O[C@@H]1CN(CC2CCCCC2)[C@@H](c2ccccc2)C[C@H]1n1cc(C2CC2)nn1	-5	1
COc1ccc(NC(=O)c2ccccn2)cc1S(=O)(=O)N1CCOCC1	-2	-4
CN(C)c1ccc(C=NCCc2ccc(S(N)(=O)=O)cc2)cc1	1	-3
NC(=O)c1cc([N+](=O)[O-])ccc1N1CCN(Cc2ccccc2)CC1	-38	6
COc1ccc(CNc2nc(-c3cccnc3)nn2C(C)=O)cc1	18	-7
CCc1ccc(NC(=O)COc2coc(CN3CCc4ccccc4C3)cc2=O)cc1	-3	-4
COc1ccc2c(c1)C(=O)[C@@H](O)[C@H](c1ccc(OC)c(Br)c1)O2	6	-15
CCOC(=O)c1cnn(-c2cc(C)c3ccccc3n2)c1N	-17	0
CCN(CC)S(=O)(=O)c1ccc(/C=C/C(=O)Nc2c(C)n(C)n(-c3ccccc3)c2=O)cc1	-3	-3
Cc1cc(N2C(=O)[C@@H]3[C@H](C2=O)[C@@H]2C[C@H]3C(Br)C2Br)no1 (stereo not given in full)	6	2
COc1ccccc1-n1nnnc1SCC(=O)NC(=O)Cc1ccccc1	2	0
CC12CC(c3ccccc3O1)N(C(=O)c1ccco1)C(=O)N2c1ccccc1 (stereo not given)	2	-8
O=S(=O)(c1ccc(F)cc1)N1CCN(c2nc(-c3cccnc3)nc3ccccc23)CC1	14	1
Cc1nc(NC(=O)c2ccccc2)sc1-c1csc(Nc2ccc(C(=O)O)cc2)n1	14	-1
Cn1cccc1C(=O)Nc1ccc(Cl)c(S(=O)(=O)N2CCCCC2)c1	-42	6
Cn1c(=O)c2c(nc(NCCOc3ccc(F)cc3)n2C)n(C)c1=O	-8	-7
COc1cccc(CN2CCCC(C(=O)c3ccc4c(c3)OCO4)C2)c1OC (stereo not given)	-15	20
O=C(Nc1ccccc1)C1CCCN1S(=O)(=O)c1cccs1 (stereo not given)	22	2
COCCNC(=O)COc1ncnc2ccc(Br)cc12	1	-4
Cc1c(C(=O)NNC(=O)c2ccccc2O)oc2ccc(Br)cc12	0	-7
CC1(C(=O)NCc2cccc3ccccc23)CCN1Cc1cc2ccccc2o1 (stereo not given)	-12	6
COc1ccc(C(=O)CN2C(=O)c3ccccc3C2=O)cc1	-11	5
COc1ccc(-c2n[nH]c(=S)n2/N=C/c2cccn2C)cc1	10	-12
CCN(CC)c1ccc(S(=O)(=O)N2CCOCC2)cc1NC(=O)Cn1nc(C)c([N+](=O)[O-])c1C	7	-4
CC(C)(C)OC(=O)C[C@@H]1C/C=C\C[C@H](CC(=O)N(CCO)Cc2ccccc2)C(=O)N[C@@H](Cc2c[nH]c3ccccc23)COC1=O	9	-6
CCn1c(SCC(=O)Nc2nccs2)nnc1-c1ccco1	-5	-2
CCC(=O)Nc1c2c(nn1-c1ccc(F)cc1)CS(=O)C2 (stereo not given)	11	-6
CC(=O)NC1(C(F)(F)F)C(=O)Nc2c1c(=O)n(C)c(=O)n2C (stereo not given)	9	-7
COc1ccc(-c2nc(-c3ccc(Br)o3)no2)cc1OC	6	-5
CN1CCC(N(C)C(=O)c2cc(-c3ccccc3Cl)nc3ccccc23)CC1	-12	1
Cc1ccc(Cl)c2sc(N3CCN(C(=O)c4ccco4)CC3)nc12	-23	3
O=C(COc1ccc(Cl)cc1)N1CCCC1	-6	-3
O=S(=O)(Nc1ccccc1-c1ccccc1)c1ccccc1	-19	4
Cc1ncc(CN2CCCCC2C(=O)Nc2ccc(Oc3ccccc3)nc2)cn1 (stereo not given)	-10	9
COc1ccc(CN2CCNC(=O)C2CC(=O)N(C)C2CCCCC2)cc1OC (stereo not given)	-14	0
CCOC(=O)C1CCN(C(=O)c2cc3c(-c4ccc(OC)c(OC)c4)nn(C)c3s2)CC1	9	-4
COc1cc2c(cc1[N+](=O)[O-])-c1ccc([N+](=O)[O-])cc1C2=NNC(N)=S	52*	-18*
COc1ccc(-c2cc3ccccc3[nH]2)cc1	-17	16
Cc1ccc(OCCNC(=O)c2ccc(C)o2)cc1	-6	-10
COc1ccc(N/C(N)=N/c2nc(C)cc(=O)[nH]2)cc1	3	4
CCc1c(C(C)S(=O)(=O)c2ccc(C)cc2)[nH]c(=O)n1-c1ccc(OC(F)(F)F)cc1 (stereo not given)	0	0
Next part
SMILES	TAG inh	TAG inh DAPI viability
COCOCCn1cc(CN2CCS(=O)(=O)N(Cc3ccc(-c4cccc(N(C)C)c4)cc3)C(CC(C)C)C2=O)nn1 (stereo not given)	7	8
Cc1ccc(/C(O)=C2\C(=O)C(=O)N(C)C2c2ccc([N+](=O)[O-])cc2)cc1 (stereo not given)	1	-3
CCOc1ccc(NS(=O)(=O)c2ccc(C(=O)NCC3(N(C)C)CCCCC3)cc2)cc1	-27	5
COc1ccccc1CNCCS(=O)(=O)NN1CCOCC1	-8	7
COc1ccccc1NS(=O)(=O)c1ccc(C(=O)NCc2ccco2)cc1	-9	0
CC(=O)OC(C)C[N+](C)(C)C (stereo not given)	38	1
COc1ccc(N(C(=O)c2cccnc2)S(=O)(=O)c2cccs2)cc1	-15	-6
CCOC(=O)Nc1cc2c(C)cc(=O)oc2cc1C	24	-12
O=P(c1ccccc1)(c1ccccc1)C(c1ccco1)N1CCOCC1 (stereo not given)	14	-4
Cc1cc(C)c(S(=O)(=O)N(C)Cc2cnn(C)c2)c(C)c1	-22	-7
Cc1cccnc1C1=NOC(Cc2ccccc2)C(=O)N1C (stereo not given)	-10	1
Cc1cc(C)c(NC(=O)CSCc2nc3sc(C)c(C)c3c(=O)[nH]2)c(Cl)c1	-12	2
COc1ccc(CCN2CC(C(=O)OCC(=O)N(C)CC(=O)Nc3ccccc3Cl)CC2=O)cc1OC (stereo not given)	0	5
COCC(=O)NNC(=S)Nc1cccc(C)c1C	0	14
COc1ccccc1N=Cc1c(C)[nH]n(-c2ccc(C)cc2C)c1=O	-7	-18
CN(c1ccccc1)S(=O)(=O)c1ccc(C(=O)NCc2cccnc2)cc1	3	-3
O=[N+]([O-])c1ccc(CSc2nc3ncc(Br)cc3[nH]2)cc1	2	-8
CC(=O)C1CCC2C3CC(C)=C4CC(O)CCC4(C)C3CCC12C (stereo not given)	-10	1
CC(C)C12CN3CC(C(C)C)(CN(C1)C31C(=O)Nc3ccccc31)C2=O (stereo not given)	15	-2
Cc1cc(-c2nnc(CCC(=O)NC(C)(C)C34CC5CC(CC(C5)C3)C4)o2)no1	11	3
CCN(CC)S(=O)(=O)c1ccc(C(=O)Nc2cc(S(=O)(=O)N3CCOCC3)ccc2N2CCN(C)CC2)cc1	7	-3
Clc1ccccc1NCSC1=NCCS1	-7	4
CC(C)(C)C(=O)Nc1nc(-c2ccc3c(c2)OCO3)cs1	45	1
Cc1cccc(C)c1NC(=S)NCc1ccncc1	-12	10
COc1ccc(OCC(=O)NCCCn2ccnc2)cc1	-6	3
C[C@H](CO)N1C[C@H](C)[C@@H](CN(C)C(=O)Nc2ccccc2F)OCc2cnnn2CCCC1=O	4	-7
CCOC(=O)C1=C(C)Nc2ccccc2N=C1NC(=O)CCCN1C(=O)c2ccccc2C1=O	-17	1
O=C(c1ccccc1)c1ccc(N2CCN(C(=O)c3ccc(F)cc3F)CC2)c(F)c1	-17	13
COc1ccc(-c2nc(NC(=O)c3c(C)noc3C)sc2C)cc1	-5	-6
CSc1ccc(C(=O)C2CCCN(Cc3cccn3-c3cccnc3)C2)cc1 (stereo not given)	-17	10
CCOC(=O)C1=C(C)NC(C)=C(C(=O)OCC)C1C1=COCCO1	-16	-4

Gathered by group: the entries above containing an aryl methoxy group
SMILES	TAG inh	TAG inh DAPI viability
COc1ccc(-c2cc3nc(C)n(N)c(=O)c3s2)cc1	1	13
CCCn1cnc2scc(-c3ccc(OC)cc3)c2c1=O	5	-8
COc1ccc(Cc2nc(C(=O)Nc3ccccc3)cs2)cc1	-18	5
COc1ccc(-c2cn3nc(C)c(C)nc3n2)cc1OC	6	2
COc1ccc(/C=N/NC(=O)C(=O)N2CCCC2)cc1	-17	0
COc1ccc(NC(=O)c2ccccn2)cc1S(=O)(=O)N1CCOCC1	-2	-4
COc1ccc(CNc2nc(-c3cccnc3)nn2C(C)=O)cc1	18	-7
COc1ccc2c(c1)C(=O)[C@@H](O)[C@H](c1ccc(OC)c(Br)c1)O2	6	-15
COc1ccccc1-n1nnnc1SCC(=O)NC(=O)Cc1ccccc1	2	0
COc1cccc(CN2CCCC(C(=O)c3ccc4c(c3)OCO4)C2)c1OC (stereo not given)	-15	20
COc1ccc(C(=O)CN2C(=O)c3ccccc3C2=O)cc1	-11	5
COc1ccc(-c2n[nH]c(=S)n2/N=C/c2cccn2C)cc1	10	-12
COc1ccc(-c2nc(-c3ccc(Br)o3)no2)cc1OC	6	-5
COc1ccc(CN2CCNC(=O)C2CC(=O)N(C)C2CCCCC2)cc1OC (stereo not given)	-14	0
CCOC(=O)C1CCN(C(=O)c2cc3c(-c4ccc(OC)c(OC)c4)nn(C)c3s2)CC1	9	-4
COc1cc2c(cc1[N+](=O)[O-])-c1ccc([N+](=O)[O-])cc1C2=NNC(N)=S	52*	-18*
COc1ccc(-c2cc3ccccc3[nH]2)cc1	-17	16
COc1ccc(N/C(N)=N/c2nc(C)cc(=O)[nH]2)cc1	3	4
COc1ccccc1CNCCS(=O)(=O)NN1CCOCC1	-8	7
COc1ccccc1NS(=O)(=O)c1ccc(C(=O)NCc2ccco2)cc1	-9	0
COc1ccc(N(C(=O)c2cccnc2)S(=O)(=O)c2cccs2)cc1	-15	-6
COc1ccc(CCN2CC(C(=O)OCC(=O)N(C)CC(=O)Nc3ccccc3Cl)CC2=O)cc1OC (stereo not given)	0	5
COc1ccccc1N=Cc1c(C)[nH]n(-c2ccc(C)cc2C)c1=O	-7	-18
COc1ccc(OCC(=O)NCCCn2ccnc2)cc1	-6	3
COc1ccc(-c2nc(NC(=O)c3c(C)noc3C)sc2C)cc1	-5	-6
